Assay outcomes: PubChem BioAssay, several laboratories
EphB4 ephrin blk – antagonists of human EphB4-ephrin-B2 interaction. inhibition, % at 7 µM. P54760. 0.15% of 97,000 active. EphB4 LBD / TNYL-RAW-Alexa532 peptide, fluorescence polarization;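 active = inhibition above the screen-wide mean inhibition plus 3 SD, cut at about 15% in these data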;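 note: 0% = DMSO wells and 100% = excess unlabeled TNYL-RAW peptide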
Calb biofilm kill – kills Candida albicans biofilms; C. albicans biofilm + clotrimazole, Alamar Blue; 0.14% of 85,000 active; inhibition, % at 6 µM;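 active = inhibition above 20%; inactive = inhibition below 20%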;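 note: preformed 24 hr biofilms exposed to compound for 48 hr; 0% = biofilm without compound and 100% = blank killed by clotrimazole plus chlorhexidine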
HIV Rev-RRE inh – inhibitors of HIV-1 Rev-RRE RNA interaction; P05866; Rev peptide-RRE RNA binding, FRET; inhibition, % at 8 µM; 0.79% of 97,000 active; AID 704;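 active = inhibition above the screen-wide mean plus 3 SD, cut at about 35% in these data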;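 note: 0% = median DMSO wells and 100% = median Neomycin B control wells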
Target sequence (P05866 whole entry, looked up): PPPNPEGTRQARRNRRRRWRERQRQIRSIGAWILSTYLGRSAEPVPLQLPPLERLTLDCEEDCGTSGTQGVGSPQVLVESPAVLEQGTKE
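Material: labelled RRE RNA duplex and labelled Rev peptide / Buffer or medium: HEPES pH 7.5 salt buffer with EDTA / Compound dosing: single point, 8 µM final nominal compound concentration / Benchmarks: DMSO low control, neomycin B high control / Timing: 5 min preincubation and 15 min binding, 25 °C / Technique: FRET fluorescence readout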
CYP2C9 act – increases human cytochrome P450 2C9 activity | P11712 | recombinant CYP2C9, luciferin-H conversion, luminescence; hits give high values; factor 1 = untreated enzyme, 0 = blocked | activation factor at 5 µM | 1.4% of 96,000 active;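 active = activation factor of 2 or more for CYP2C9 at a 5 µM dose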;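 note: 0 = sulfaphenazole-blocked wells and 1 = vehicle-only wells; values of inactives mirror those of a sister screen read the other way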
Target sequence (P11712 whole entry, looked up): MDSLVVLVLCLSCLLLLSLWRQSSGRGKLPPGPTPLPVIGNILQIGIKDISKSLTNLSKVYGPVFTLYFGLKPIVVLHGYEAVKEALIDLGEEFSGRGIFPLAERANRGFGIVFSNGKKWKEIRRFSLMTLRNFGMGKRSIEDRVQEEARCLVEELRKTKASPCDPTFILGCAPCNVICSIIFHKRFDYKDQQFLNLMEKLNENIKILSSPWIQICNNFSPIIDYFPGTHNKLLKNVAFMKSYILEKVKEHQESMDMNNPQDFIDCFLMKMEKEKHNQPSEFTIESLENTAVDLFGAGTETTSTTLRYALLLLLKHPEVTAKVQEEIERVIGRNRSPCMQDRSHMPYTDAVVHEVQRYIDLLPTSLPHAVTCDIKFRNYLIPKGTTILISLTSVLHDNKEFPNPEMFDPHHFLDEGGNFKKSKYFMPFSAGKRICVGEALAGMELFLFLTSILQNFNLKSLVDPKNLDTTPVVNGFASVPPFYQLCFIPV
PLK1 inh – blocks human PLK1 kinase activity; P53350; recombinant PLK1 kinase, TR-FRET peptide phosphorylation; inhibition, % at 10 µM; 0.53% of 97,000 active;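 active = inhibition of 50% or more in the single-concentration screen; inactive = inhibition below 50%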;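 note: 0% = DMSO max control and 100% = H-89 dihydrochloride min control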
CYP2C9 inh – inhibitors of human CYP2C9; 20% of 96,000 active; P11712; inhibition, % at 5 µM; CYP2C9 Supersomes, luciferin-H conversion, luminescence;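 active = blocking of liver enzyme CYP2C9 beyond about 50% at 5 µM, limit read from the data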; note: values of inactives mirror those of a sister screen read the other way
LYP act – increases human PTPN22 phosphatase activity | Q9Y2R2 | AID 697 | recombinant LYP, DiFMUP fluorescence; 0 = plate median, 100 = signal doubled | activation, % at 2 µM | 0.11% of 96,000 active;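 active = activation at 2 µM above a set limit, the mean plus 5 SD, cut at about 37% in these data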
PLK1 PBD inh – inhibitors of human Plk1 polo box domain binding | P53350 | Plk1 PBD phosphopeptide binding, fluorescence polarization | inhibition, %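 (tested at about 20 µM)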 | 0.13% of 97,000 active | AID 693; in the data active = inhibition above about 34%, passing the limit was not always enough
LYP inh 2 – inhibitors of human LYP (PTPN22) phosphatase. Q9Y2R2. recombinant LYP catalytic domain, DiFMUP fluorescence. inhibition, % at 2 µM. 0.21% of 96,000 active;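 active = inhibition at 2 µM at or above a set limit, the screen mean plus 3 SD, cut at about 24% in these data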;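 note: 0% = DMSO with enzyme and 100% = enzyme fully blocked by orthovanadate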
An asterisk follows results filed as active; . = not tested or not shown.

(1) COc1cc(Cn2c(N)c(C#N)c3nc4ccccc4nc32)cc(OC)c1
(2) Clc1ccccc1-c1nc(-c2ccccc2)n[nH]1
(3) CC(O)Cn1ccccc1=N (stereo not drawn)
(4) CCCN1CCN(CCCNC(=O)c2cc3c(=O)n(C)c4ccccc4c3n2C)CC1
(5) Cc1cc(=O)[nH]c(N/N=C/c2ccco2)n1
(6) CCOC(=O)Nc1ccc(Oc2ccccc2)cc1
(7) COc1ccc(C(=O)O)cc1S(=O)(=O)NCCCN1CCCC1=O
(8) Cc1ccc(-c2nnc(SCC(=O)N3c4ccccc4NC(=O)C3(C)C)n2N)cc1

assay / entry,1,2,3,4,5,6,7,8
EphB4 ephrin blk,-4.4,10.5,0.1,-0.8,-3.9,4.2,-9.6,-0.4
Calb biofilm kill,3.5,4.6,-2.5,13.0,8.7,-0.4,2.8,5.5
HIV Rev-RRE inh,19.2,1.9,-1.6,4.4,5.8,6.2,7.3,3.6
CYP2C9 act,0.4,0.9,1,0.3,1.3,1.1,1,1
PLK1 inh,-9.9,-7.3,-21.2,-3.6,-13.8,-8.3,-3.0,-6.5
CYP2C9 inh,56.0*,14.4,1.2,67.2*,-26.4,-10.5,1.5,1.3
LYP act,-21.6,-6.4,0.4,9.0,6.4,-10.3,1.7,11.8
PLK1 PBD inh,-0.4,-15.9,5.7,-3.9,-6.5,11.6,-12.5,1.2
LYP inh 2,20.7,6.4,-0.8,-12.3,-9.4,9.9,-3.4,-18.3

In the list so far, 2 have an NH in an aromatic ring:
(2) Clc1ccccc1-c1nc(-c2ccccc2)n[nH]1
(5) Cc1cc(=O)[nH]c(N/N=C/c2ccco2)n1

assay / entry,2,5
EphB4 ephrin blk,10.5,-3.9
Calb biofilm kill,4.6,8.7
HIV Rev-RRE inh,1.9,5.8
CYP2C9 act,0.9,1.3
PLK1 inh,-7.3,-13.8
CYP2C9 inh,14.4,-26.4
LYP act,-6.4,6.4
PLK1 PBD inh,-15.9,-6.5
LYP inh 2,6.4,-9.4

Continuation.
(9) Cc1ccc(C(=O)NCCCC(=O)O)o1
(10) CCOc1ccc(NC(=O)N(CC(C)C)CC(C)C)cc1
(11) CCOc1ccc(N(CC(=O)NCc2ccc(OC)cc2)S(=O)(=O)c2c(C)noc2C)cc1
(12) CCCNc1nc2c(c(=O)[nH]c(=O)n2C)n1CCC(C)C
(13) C=CCSC1=C(C#N)C(c2ccccc2Cl)CC(=O)N1 (stereo not drawn)
(14) N=c1nc(N)nc2n1NC(c1ccc(F)cc1)=CS2
(15) CCOC(=O)Cc1nnc(NC(=O)COc2ccc(OC)cc2)s1
(16) O=C(/C=C/N1CCOCC1)c1ccc(-c2ccccc2)cc1

assay / entry,9,10,11,12,13,14,15,16
EphB4 ephrin blk,-2.2,3.4,1.9,-5.5,-4.0,4.7,-6.0,-0.8
Calb biofilm kill,1.8,-6.0,8.9,-4.2,-2.7,4.7,7.3,4.0
HIV Rev-RRE inh,3.0,7.9,4.7,3.8,2.4,7.5,2.7,-2.9
CYP2C9 act,1.2,0.9,1,0.5,0.5,0.8,0.4,0.1
PLK1 inh,-8.8,-40.4,-8.9,0.1,-10.4,1.3,-9.6,-12.1
CYP2C9 inh,-16.1,6.8,3.9,49.2,49.8,17.0,60.8*,89.0*
LYP act,15.8,1.7,9.6,-5.4,5.3,-2.6,-7.1,15.6
PLK1 PBD inh,-6.0,19.9,-24.2,7.3,5.9,18.8,-11.9,2.3
LYP inh 2,-18.2,0.4,-11.7,6.0,-3.2,3.3,9.2,-18.9

(17) CCOCCCNc1ccc(-c2ccccc2)nn1
(18) COC(=O)c1sccc1-n1cccc1C(=O)N1CCOCC1
(19) O=C1c2ccc3c4c(ccc(c24)C(=O)N1Cc1cccnc1)C(=O)N(Cc1cccnc1)C3=O
(20) CCN1CC(C)C(O)(c2ccccc2)CC1C (stereo not drawn)
(21) COc1ccc(NS(=O)(=O)c2ccc3oc(SC4CCOC4=O)nc3c2)cc1 (stereo not drawn)
(22) COc1ccc(N2CCN(C(=O)c3ccc(S(=O)(=O)N4CCOCC4)cc3)CC2)cc1
(23) Cc1nn(C)cc1CNC(=O)Nc1ccc(Br)cc1Cl
(24) CCOc1ccccc1NC(=O)CSc1nc2cccnc2n1C

assay / entry,17,18,19,20,21,22,23,24
EphB4 ephrin blk,-1.8,0.7,-2.6,3.9,2.6,3.7,10.8,2.4
Calb biofilm kill,-2.2,.,.,0.3,-3.6,3.3,-3.9,3.0
HIV Rev-RRE inh,4.2,5.4,4.7,16.3,3.1,0.5,4.5,4.2
CYP2C9 act,1,0.9,1,0.8,0,1,0.9,0.8
PLK1 inh,-7.0,-5.7,-9.7,2.8,-13.9,-16.0,-7.5,-1.8
CYP2C9 inh,-4.6,11.1,-4.2,16.1,100.3*,0.9,6.2,17.8
LYP act,-4.7,-58.6,-1.1,-1.9,2.6,11.1,0.6,1.5
PLK1 PBD inh,-11.0,-26.4,-37.0,2.5,27.6,-11.0,-2.7,-4.4
LYP inh 2,5.8,59.8*,-1.4,2.5,0.8,-14.6,-3.7,-1.5

(25) COCc1cc(C)nc(SCC(=O)Nc2cccc3cccnc23)c1C#N
(26) S=C(c1ccc2c(c1)OCO2)N1CCCCC1
(27) CC(C)c1nnc(NC(=O)CCN2C(=O)c3ccccc3C2=O)s1
(28) c1cnc(Oc2ccc3oc4ccccc4c3c2)nc1
(29) Cc1ccccc1-n1c(SCC(=O)NCc2cccs2)nnc1-c1ccncc1
(30) Cc1cccc(Nc2nc(N)nc(CSc3nccc(C)n3)n2)c1

assay / entry,25,26,27,28,29,30
EphB4 ephrin blk,-4.9,4.0,-0.3,8.7,-1.8,2.1
Calb biofilm kill,.,-5.2,0.9,.,1.4,-1.2
HIV Rev-RRE inh,0.3,7.8,-3.9,7.8,0.3,4.2
CYP2C9 act,0.8,0.6,0.7,1.1,0.1,0.8
PLK1 inh,-10.0,-10.9,-2.8,2.7,17.3,-8.9
CYP2C9 inh,16.4,38.3,26.1,-11.2,91.0*,15.5
LYP act,-3.8,-2.9,3.4,-2.2,6.4,-1.6
PLK1 PBD inh,16.8,20.0,3.1,-18.9,0.1,6.0
LYP inh 2,1.4,3.5,-6.2,1.5,-7.6,1.0

Nos. 17 to 27 from above:
(17) CCOCCCNc1ccc(-c2ccccc2)nn1
(18) COC(=O)c1sccc1-n1cccc1C(=O)N1CCOCC1
(19) O=C1c2ccc3c4c(ccc(c24)C(=O)N1Cc1cccnc1)C(=O)N(Cc1cccnc1)C3=O
(20) CCN1CC(C)C(O)(c2ccccc2)CC1C (stereo not drawn)
(21) COc1ccc(NS(=O)(=O)c2ccc3oc(SC4CCOC4=O)nc3c2)cc1 (stereo not drawn)
(22) COc1ccc(N2CCN(C(=O)c3ccc(S(=O)(=O)N4CCOCC4)cc3)CC2)cc1
(23) Cc1nn(C)cc1CNC(=O)Nc1ccc(Br)cc1Cl
(24) CCOc1ccccc1NC(=O)CSc1nc2cccnc2n1C
(25) COCc1cc(C)nc(SCC(=O)Nc2cccc3cccnc23)c1C#N
(26) S=C(c1ccc2c(c1)OCO2)N1CCCCC1

assay / entry,17,18,19,20,21,22,23,24,25,26
EphB4 ephrin blk,-1.8,0.7,-2.6,3.9,2.6,3.7,10.8,2.4,-4.9,4.0
Calb biofilm kill,-2.2,.,.,0.3,-3.6,3.3,-3.9,3.0,.,-5.2
HIV Rev-RRE inh,4.2,5.4,4.7,16.3,3.1,0.5,4.5,4.2,0.3,7.8
CYP2C9 act,1,0.9,1,0.8,0,1,0.9,0.8,0.8,0.6
PLK1 inh,-7.0,-5.7,-9.7,2.8,-13.9,-16.0,-7.5,-1.8,-10.0,-10.9
CYP2C9 inh,-4.6,11.1,-4.2,16.1,100.3*,0.9,6.2,17.8,16.4,38.3
LYP act,-4.7,-58.6,-1.1,-1.9,2.6,11.1,0.6,1.5,-3.8,-2.9
PLK1 PBD inh,-11.0,-26.4,-37.0,2.5,27.6,-11.0,-2.7,-4.4,16.8,20.0
LYP inh 2,5.8,59.8*,-1.4,2.5,0.8,-14.6,-3.7,-1.5,1.4,3.5

(27) CC(C)c1nnc(NC(=O)CCN2C(=O)c3ccccc3C2=O)s1

assay / entry,27
EphB4 ephrin blk,-0.3
Calb biofilm kill,0.9
HIV Rev-RRE inh,-3.9
CYP2C9 act,0.7
PLK1 inh,-2.8
CYP2C9 inh,26.1
LYP act,3.4
PLK1 PBD inh,3.1
LYP inh 2,-6.2
